Screening data deposited in PubChem BioAssay by several laboratories.
F-actin modifier: cytoskeleton assembly modification | hit rate 0.18% among 91,000 | inhibition, % at 2 µM | HUVEC TNFa F-actin phalloidin imaging, high content;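 active = inhibition above the batch mean plus 3 SD and confirmed as a hit by visual image inspection, cut at about 30% in these data, passing the limit was not always enough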; note: strong numbers were not always called active
VCAM1 TNFa inh: reduces TNF alpha induced VCAM1 expression in HUVEC | inhibition, % at 2 µM | hit rate 0.48% among 95,000 | HUVEC TNFa-induced VCAM-1 immunofluorescence, high-content imaging | AID 802;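 active = inhibition above the batch mean plus 3 SD, with images confirmed as a hit by eye, cut at about 37% in these data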;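 note: 0% = TNF-stimulated DMSO wells and 100% = unstimulated control wells; not every result past the cut was called active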
HUVEC inhibit: human endothelial cell proliferation inhibition; HUVEC proliferation, CellTiter-Glo luminescence, 72 h; hits give low values; viability, % at 10 µM (by protocol); hit rate 1.1% among 86,000;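 active = viability at or below 30%; inactive = viability above 30%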;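 note: 100% = median luminescence of DMSO-only cell control wells on each plate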
Fibroblast inh: blocks proliferation of human lung fibroblasts | LL 47 human lung fibroblast viability, ATP luminescence; hits give low values | AID 719 | hit rate 1.1% among 85,000 | viability, % at 10 µM;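 active = viability at or below 50% in the single dose screen; inactive = viability above 50%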;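 note: compound exposure lasted 72 h before the ATP readout; 100% = median luminescence of untreated cell-only wells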
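Material: human lung fibroblast line LL 47, low passage; Evaluation: viability percentage against median untreated-cell control; Buffer or medium: 15% FBS in IMEM; Incubation: 72 h compound exposure at 37 °C after overnight plating; Dosing: 0.1% DMSO in all compound wells; Measured by: CellTiter-Glo luminescence.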
H69AR inhibit: growth inhibitors of human H69AR lung tumor cells; H69AR lung tumor viability, ATP luminescence, 72 h; hits give low values; viability, % at 10 µM; hit rate 6% among 85,000; AID 598;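 active = viability at or below 40%; inactive = viability above 40%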;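 note: multidrug resistant small cell line overexpressing MRP-1 efflux transporter; 100% = mean luminescence of untreated control wells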
HUVEC tox IL1B: toxic to HUVEC cells under IL-1B stimulation. cell count reduction, % at 2 µM. HUVEC cell count loss, Hoechst imaging, IL-1B stimulated. hit rate 0.41% among 94,000. AID 845;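 active = cell count reduction more than 3 SD above the screen-wide mean, cut at about 70% in these data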;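 note: normalized per plate to untreated control cells as the no-loss baseline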
Smad3 inh: Smad3 (human) transcription factor binding inhibition. P84022. TR-FRET Smad3/Dy647-FoxH1 peptide binding, europium anti-His. AID 630. inhibition, % at 25 µM. hit rate 0.29% among 88,000;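 active = compounds that reduce the energy-transfer binding signal between the protein and its labelled peptide by more than half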;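 note: 0% = Smad3 plus labelled peptide maximal FRET and 100% = peptide-only background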
Target sequence (P84022 whole entry, looked up): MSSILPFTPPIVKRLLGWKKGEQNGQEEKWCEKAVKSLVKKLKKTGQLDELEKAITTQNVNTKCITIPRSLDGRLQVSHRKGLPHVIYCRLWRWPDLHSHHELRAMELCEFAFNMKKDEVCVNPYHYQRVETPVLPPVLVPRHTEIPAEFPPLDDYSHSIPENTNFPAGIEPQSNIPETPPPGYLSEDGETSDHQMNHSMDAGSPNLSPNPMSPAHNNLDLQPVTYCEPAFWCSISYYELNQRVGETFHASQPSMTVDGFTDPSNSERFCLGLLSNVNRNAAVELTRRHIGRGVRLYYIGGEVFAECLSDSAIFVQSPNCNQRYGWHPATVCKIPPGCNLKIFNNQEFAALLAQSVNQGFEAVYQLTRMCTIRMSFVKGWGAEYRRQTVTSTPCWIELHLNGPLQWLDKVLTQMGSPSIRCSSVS
Pyk2 oligo antag: antagonists of human Pyk2 oligomerization; Q14289; z-score (the deposit names both 25 µM and 10 µM); Q293 cells, Pyk2 FERM NanoBiT luminescence; hits give low values; AID 1347419; hit rate 0.83% among 99,000;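 active = Z-score of -3 or lower, scaled per plate to the spread of control and sample wells; inactive = z-score above -3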;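 note: negative z-score means lost luminescence so less FERM oligomerization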
HUVEC tox TNFa: HUVEC cytotoxicity counter-screen, TNF alpha stimulated; cell count reduction, % at 2 µM; hit rate 0.17% among 93,000; HUVEC TNFalpha-stimulated, Hoechst cell count, imaging; AID 848;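 active = cell count reduction exceeding the screen mean by over 5 SD, scaled to untreated wells per plate, cut at about 78% in these data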;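 note: cells counted after 24 h of TNF alpha exposure following the 1 h pretreatment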
Numbers without * were called inactive; / = no result given; [ ] = remark or other dose.

No. | Compound | H69AR inhibit | HUVEC tox TNFa | Fibroblast inh | HUVEC tox IL1B | Smad3 inh
1 | Cn1c(COc2ccccc2)nnc1SCc1nc2ccccc2[nH]1 | 106 | -18 | 93 | -1 | 94*
2 | CC(=O)C1=C(C)Nc2ncnn2C1c1cccc(OCc2ccccc2)c1 (stereo not drawn) | 77 | -9 | 92 | -13 | 12
3 | CCc1cc(=O)oc2cc(OCC(=O)OC)c(Cl)cc12 | 100 | 5 | 100 | -13 | 7
4 | COc1ccc(OC)c(C(=O)CSc2nnnn2C)c1 | 101 | / | 100 | / | 10
5 | CCCCn1c(SCC(=O)Nc2cc(C)on2)nc2ccsc2c1=O | 79 | -17 | 75 | -2 | 5
6 | CCCSc1nc(N)c(C#N)c(-c2ccc(C)cc2)c1C#N | / | -10 | / | -12 | /
7 | O=C(NCCN1CCOCC1)c1ccc(F)cc1 | 110 | -28 | 98 | -28 | 0
8 | CCS(=O)(=O)NCCc1cc2ccc(C)cc2[nH]c1=O | 96 | 62 | 99 | 14 | 6
9 | CCc1ccc2oc(=O)cc(CN3CCCCC3C)c2c1 (stereo not drawn) | 90 | -32 | 90 | -45 | -2
10 | O=C(CCC(=O)CCN1CCCCC1)CCN1CCCCC1 | 48 | / | 90 | / | 6[fluorescence artefact?]
11 | CCOC(=O)C1=C(C)N(C)C(C)=C(C(=O)OCC)C1c1ccncc1 | 78 | -35 | 94 | -17 | 20
12 | N#CCSc1nnc(C2CCCCC2)n1Cc1ccccc1 | / | -9 | 97 | -11 | 19
13 | CC(=O)c1ccc(NC(=O)c2cc(CC(C)C)on2)cc1 | 101 | -23 | 104 | -35 | 2
14 | Cc1cccc(-n2ncc3c(NCc4ccccc4)ncnc32)c1 | 25* | / | 57 | / | -8
15 | COc1ccc(S(=O)(=O)N2CCOCC2)cc1C(C)C | 79 | / | 88 | -8 | 2

No. | Pyk2 oligo antag | HUVEC inhibit | VCAM1 TNFa inh | F-actin modifier
1 | 0.3 | 85 | -30 | 10
2 | / | 87 | 20 | -10
3 | -0.23 | 101 | 23 | -6
4 | 2.5 | 101 | / | /
5 | 1.2 | 46 | 25 | -13
6 | -2.9 | / | 2 | -2
7 | 0.12 | 82 | 3 | 5
8 | 5.1 | 93 | 12 | /
9 | -0.57 | 105 | 7 | /
10 | -0.4 | 98 | / | /
11 | -1.9 | 90 | 10 | 11
12 | -0.05 | 106 | 6 | -5
13 | / | 118 | 9 | 10
14 | / | 57 | / | /
15 | -0.04 | 91 | 8 | -3

(next part)
No. | Compound | H69AR inhibit | HUVEC tox TNFa | Fibroblast inh | HUVEC tox IL1B | Smad3 inh
16 | CC(=O)c1cccc(NS(=O)(=O)c2c(C)noc2C)c1 | 100 | -45 | 95 | -28 | 5
17 | Cc1sc2c(c1C)c(=O)nc1scc(C)n12 | 94 | -12 | 96 | -24 | -3
18 | CCn1cnc2sc(C(=O)Nc3ccc4c(c3)OCO4)c(C)c2c1=O | 76 | 1 | 116 | 15 | 0
19 | CCCOc1ccc(/C(O)=C2/C(=O)C(=O)N(CCCn3ccnc3)C2c2ccco2)cc1 (stereo not drawn) | 100 | -12 | 106 | -6 | 9
20 | Cc1ccc(C)c(N/C=C(\C#N)c2nc3ccccc3o2)c1 | / | -13 | / | -18 | /
21 | CC12CC(NC(=O)N1c1cccc(C(=O)NCc3ccc4c(c3)OCO4)c1)c1cc(Cl)ccc1O2 (stereo not drawn) | 107 | -10 | 97 | -32 | -5
22 | Cc1nn(C)cc1/C=N/NC(=O)c1sc2ccccc2c1Cl | / | -2 | / | 16 | /
23 | Cn1c(SCC(=O)N2CCN(Cc3ccccc3)CC2)nnc1-c1ccncc1 | 99 | -46 | 96 | -43 | -9
24 | COc1cc(-c2noc(CCCC(=O)NC3CCCCC3)n2)cc(OC)c1OC | 65 | -2 | 101 | 8 | 16[fluorescence artefact?]
25 | CCOC(=O)C1CCCN(CC(=O)Nc2c(C(=O)OC)[nH]c3ccccc23)C1 (stereo not drawn) | 49 | -28 | 95 | -8 | 7
26 | N#Cc1cc2ccccc2nc1SCC(=O)Nc1ccccc1N1CCOCC1 | / | 17 | / | 5 | /
27 | C=CCn1c(SCC(O)Cn2c3ccccc3c3ccccc32)nnc1-c1ccco1 (stereo not drawn) | 26* | 4 | 87 | 36 | -3
28 | CCCCNC(=O)c1nnn(-c2ccccc2)c1N | 103 | -9 | 110 | 8 | -2

No. | Pyk2 oligo antag | HUVEC inhibit | VCAM1 TNFa inh | F-actin modifier
16 | -0.1 | 90 | 15 | 60*
17 | / | 92 | -15 | 8
18 | 1.3 | 103 | -4 | -15
19 | 0.35 | 105 | 11 | -11
20 | 0.36 | / | -2 | -20
21 | -0.87 | 63 | 3 | -10
22 | -0.48 | / | -14 | 3
23 | -0.35 | 101 | 15 | 3
24 | 0.71 | 89 | -10 | /
25 | 0.27 | 104 | 7 | 12
26 | 0.13 | / | 20 | 7
27 | -1.7 | 62 | 18 | 3
28 | -0.42 | 105 | -20 | -5

Some of the entries so far, in markdown.
| item | SMILES | H69AR inhibit | HUVEC tox TNFa | Fibroblast inh | HUVEC tox IL1B | Smad3 inh | Pyk2 oligo antag | HUVEC inhibit | VCAM1 TNFa inh | F-actin modifier |
| --- | --- | --- | --- | --- | --- | --- | --- | --- | --- | --- |
| 20 | Cc1ccc(C)c(N/C=C(\C#N)c2nc3ccccc3o2)c1 | / | -13 | / | -18 | / | 0.36 | / | -2 | -20 |
| 21 | CC12CC(NC(=O)N1c1cccc(C(=O)NCc3ccc4c(c3)OCO4)c1)c1cc(Cl)ccc1O2 (stereo not drawn) | 107 | -10 | 97 | -32 | -5 | -0.87 | 63 | 3 | -10 |
| 22 | Cc1nn(C)cc1/C=N/NC(=O)c1sc2ccccc2c1Cl | / | -2 | / | 16 | / | -0.48 | / | -14 | 3 |
| 23 | Cn1c(SCC(=O)N2CCN(Cc3ccccc3)CC2)nnc1-c1ccncc1 | 99 | -46 | 96 | -43 | -9 | -0.35 | 101 | 15 | 3 |
| 24 | COc1cc(-c2noc(CCCC(=O)NC3CCCCC3)n2)cc(OC)c1OC | 65 | -2 | 101 | 8 | 16[fluorescence artefact?] | 0.71 | 89 | -10 | / |
| 25 | CCOC(=O)C1CCCN(CC(=O)Nc2c(C(=O)OC)[nH]c3ccccc23)C1 (stereo not drawn) | 49 | -28 | 95 | -8 | 7 | 0.27 | 104 | 7 | 12 |

These rows are one share of the data (hit frequency here may not be typical).
